HCMV antiviral – qHTS Assay for inhibitors of the human cytomegalovirus (HCMV) | HFF cells, HCMV-luciferase reporter, 72 h; hits give low values | activity change, negative = inhibition, % at 57.5 µM | actives 4.5% (n = 410,000) | AID 1259415, 2018; in the data active means activity change below about -60%; inconclusive means no clear call, values can overlap the other calls; inactive means above about -39%
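After 16 h attachment at 37C, HFF cells received test compound and HCMV-luciferase (1 PFU/cell); reporter luminescence read 72 h later, data normalized against buffer-only and known inhibitor Salinomycin.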
HCV inhibitor – qHTS Assay for Inhibitors of Hepatitis C Virus (HCV). Potency, µM (highest dose often 41.8 µM), inactives show at the highest dose activity change, negative = inhibition, most hits filed as inhibitors. AID 651820, 2012. actives 3.4% (n = 340,000). Huh7.5.1 HCVcc-Cre infection, luciferase reporter, 44 h; further: potency means the concentration at half of the fitted maximal effect
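Antiviral activity was scored by luciferase reporter output from cells infected with HCVcc-Cre (~0.5 moi) in presence of compound, 44 h infection period, cells seeded 1,000/well 4 h prior.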
FBPA Giardia inh – qHTS Assay for Inhibitors of Fructose-1,6-bisphosphate Aldolase from Giardia Lamblia | purified Giardia FBPA | actives 0.71% (n = 290,000) | Potency, µM (series often up to 59.6 µM), without a hit: at the highest dose activity, negative = inhibition, usual class: inhibitors; further: potency means the concentration at half of the fitted maximal effect; nearly all actives have a fitted effect of over 55% in size
Target sequence (A8B2U2 whole entry, looked up): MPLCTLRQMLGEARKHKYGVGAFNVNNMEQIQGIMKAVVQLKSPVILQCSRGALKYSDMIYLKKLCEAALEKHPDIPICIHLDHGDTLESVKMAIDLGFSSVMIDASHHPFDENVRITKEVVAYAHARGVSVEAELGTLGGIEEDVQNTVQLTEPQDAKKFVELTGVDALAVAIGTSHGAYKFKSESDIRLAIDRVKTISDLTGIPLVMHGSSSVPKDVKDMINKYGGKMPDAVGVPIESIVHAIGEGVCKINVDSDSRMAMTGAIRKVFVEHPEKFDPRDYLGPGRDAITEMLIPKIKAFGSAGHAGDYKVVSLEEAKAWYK
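Giardia FBPA (40 nM reagent) was preincubated 10 min at RT with compound (up to 57.5 uM final), then substrate plus GAPDH/TPI/NAD/arsenate coupling system with diaphorase/resazurin was added; resorufin fluorescence (525/598 nm) was read after 20 min.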
AmpC detergent – qHTS Inhibitors of AmpC Beta-Lactamase (assay with detergent). AmpC hydrolysis of nitrocefin, absorbance 480 nm, 0.01% Triton. Potency, µM (series often up to 114 µM), inactives show at the top dose activity change, negative = inhibition, most hits filed as inhibitors. actives 0.041% (n = 370,000);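 further: potency means the concentration at half of the fitted maximal effect; 0% = no-compound wells and -100% = no-enzyme wells; nearly all actives have a fitted effect of over 25% in size; some results filed as inactive show a strong effect at the top dose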
Target sequence (P00811 whole entry, looked up): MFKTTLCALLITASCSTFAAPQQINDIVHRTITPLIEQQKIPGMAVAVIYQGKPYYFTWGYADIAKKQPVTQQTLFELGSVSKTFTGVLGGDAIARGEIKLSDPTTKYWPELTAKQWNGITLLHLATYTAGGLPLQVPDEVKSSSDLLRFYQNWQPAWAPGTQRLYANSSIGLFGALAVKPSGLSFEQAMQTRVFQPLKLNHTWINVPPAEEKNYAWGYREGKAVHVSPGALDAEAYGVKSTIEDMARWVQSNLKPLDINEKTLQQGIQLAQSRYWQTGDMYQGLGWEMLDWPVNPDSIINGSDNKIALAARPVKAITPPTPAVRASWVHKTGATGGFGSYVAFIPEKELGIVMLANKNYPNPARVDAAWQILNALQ
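20 mM phosphate pH 7.0 + 0.01% (detergent screen) or 0.0001% Triton X-100; 5.3 nM AmpC reagent; cpd preinc 15 min RT; nitrocefin (800 uM stock) to start; A480 q20 s × 4 min; Activity was normalised to no-enzyme and no-compound control wells.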
AmpC no deterg – qHTS Inhibitors of AmpC Beta-Lactamase (assay without detergent) | AID 485341, 2010 | actives 0.52% (n = 330,000) | P00811 | Potency, µM (titrated, usually from 57.1 µM), for inactives: at the highest dose activity change, negative = inhibition, actives largely listed as inhibitors | AmpC nitrocefin hydrolysis, absorbance 480 nm, 0.0001% Triton;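 further: potency means the concentration at half of the fitted maximal effect; plate controls were no compound for no effect and no enzyme for full effect; nearly all actives have a fitted effect of over 20% in size; some results filed as inactive show a strong effect at the top dose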
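20 mM phosphate pH 7.0 + 0.01% (detergent screen) or 0.0001% Triton X-100; 5.3 nM AmpC reagent; cpd preinc 15 min RT; nitrocefin (800 uM stock) to start; A480 q20 s × 4 min; Activity was normalised to no-enzyme and no-compound control wells.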
Sm TGR block – qHTS Assay for the Inhibitors of Schistosoma Mansoni Peroxiredoxins. AID 485364, 2010. actives 3% (n = 360,000). purified TGR, DTNB reduction, TNB absorbance 405 nm. Schistosoma mansoni thioredoxin glutathione reductase (TGR), Q962Y6. Potency, µM (titrated, usually from 114 µM), inactives show at the highest dose activity change, negative = inhibition, actives largely listed as inhibitors; further: potency means the concentration at half of the fitted maximal effect; nearly all actives have a fitted effect of over 60% in size
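First, TGR (20 nM dispensed) and NADPH were mixed with compound. Second, a 15 min room-temperature incubation followed. Third, further NADPH and then DTNB were added to start the reaction. Finally, TNB absorbance was monitored kinetically.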
The depositor's hits bear a star; ? = inconclusive; . = no result given; & = joins results of further samples; ! = not active in a repeat; [ ] = another dose, or the depositor's remark. Unless noted, the call rests on the fitted dose curve; in most records, active means well fitted curve in the direction sought with a large enough effect; inconclusive means small, poorly fitted or top-dose-only effect, or another doubt; inactive means no such curve, though single readings can be large; an effect the other way counts as inactive or inconclusive. Unless noted, on the % scale 0 is the no-effect control and ±100 the full control effect.

molecule,HCV inhibitor,AmpC detergent,FBPA Giardia inh,HCMV antiviral,AmpC no deterg,Sm TGR block
Cc1ccc(-c2ccc(=O)n(CC(=O)Nc3ccc(C)cc3Cl)n2)cc1,.,18.0%,.,3.9,.,2.2%
Cn1ccnc1SCC(=O)Nc1cccc2ccccc12,6.3%,-2.1%,-4.3%,?,-15.9%,4.5%
CNS(=O)(=O)c1cccc2nsnc12,5.8%,7.7%,4.0%,38.1,-13.2%,-2.9%
C=CCOc1ccccc1CN1CCC(Oc2ccc(C(=O)N3CCCCC3)cc2)CC1,.,1.9%,-7.9%,-12.4,-6.8%,-0.5%
CC(=O)Nc1ccc2nc(SCC(=O)NCCOc3ccccc3)sc2c1,-1.8%,-4.0%,5.6%,-35.0,-28.5%,1.7%
COC(CNC(=O)c1cccc2c1C(=O)N(Cc1cccnc1)C2)OC,12.1%,-4.7%,4.7%,18.5,0.2%,2.6%
CCOC(=O)c1ccc(NC(=S)N2CCCC(C(=O)N3CCCC3)C2)cc1 (configuration not stated),.,5.7%,.,-24.2,72.7%[activator],-3.0%
CCOC(=O)C1=C(C)NC2=C(C(=O)C(C(=O)OCC)C(c3cccc(OC)c3)C2)C1c1ccccn1 (configuration not stated),21.4%,3.3%,-0.9%,-18.0,80.7%[activator],-27.6%
CC(C)(C)OC(=O)CNC(=O)c1[nH]cnc1C(=O)N[C@@H](Cc1ccccc1)C(=O)OCc1ccccc1,22.6%,?,-18.6%,72.2,37.5%,-15.4%
COc1ccccc1CNC(=O)C(NC(=O)c1ccccc1C)C(C)C (configuration not stated),6.0%,3.3%,6.9%,-32.2,-6.6%,1.3%
Cc1cc(Nc2cccc(C(F)(F)F)c2)nc2ccc(NC(=O)c3cncc(Br)c3)cc12,.,19.2%,.,?,.,5.0%
O=C(COC(=O)c1ccccc1)Nc1cc(Cl)ccc1Oc1ccccc1,-11.5%,-4.5%,1.4%,1.9,-20.6%,-2.1%
c1ccc2c(CCNC3CCCCC3)c[nH]c2c1,-45.2%,-4.0%,?,-18.2,-10.1%,-8.5%
CC(=O)Nc1ccc(S(=O)(=O)N(C)CC(=O)NC2CCCC(C)C2C)cc1 (configuration not stated),6.4%,0.1%,.,-29.9,24.1%,37.9%[activator]
CC1CCN(Cc2c(O)ccc3c(=O)c(Oc4ccccc4Cl)c(C(F)(F)F)oc23)CC1,.,18.5%,.,-16.7,.,-3.2%
CCN(C[C@H]1N[C@@](Cc2ccccc2)(C(=O)OC)[C@H]2C(=O)N(Cc3ccccc3)C(=O)[C@@H]12)C(=O)c1ccc(C)cc1,-2.3%,.,.,-13.3,-12.5%,.
Cc1ccc(C(=O)Nc2ccc3ccccc3n2)cc1,-12.4%,-5.1%,-1.8%,-102.2*,-5.4%,0.0%
C[C@@H](O)C1NC(=O)[C@H](CCCCN)NC(=O)c2cc([N+](=O)[O-])cc(I)c2NCCC[C@@H](C(N)=O)NC1=O (some centres not stated),30.2%[activator],-12.6%,-2.9%,-26.0,52.8%,-3.3%
COC(=O)c1onc(-c2c(C)cc(C)cc2C)c1C(=O)OC,14.9%,?,0.2%,-8.1,-4.9%,1.9%
CCN(CC)c1ccc(NC(=O)Cn2c3ncccc3c(=O)n2-c2ccccc2)c(C)c1,.,-0.5%,.,-11.6,.,9.4%

Two compounds picked at random from the list so far, as already listed:
molecule,HCV inhibitor,AmpC detergent,FBPA Giardia inh,HCMV antiviral,AmpC no deterg,Sm TGR block
CC(=O)Nc1ccc2nc(SCC(=O)NCCOc3ccccc3)sc2c1,-1.8%,-4.0%,5.6%,-35.0,-28.5%,1.7%
COc1ccccc1CNC(=O)C(NC(=O)c1ccccc1C)C(C)C (configuration not stated),6.0%,3.3%,6.9%,-32.2,-6.6%,1.3%

(continued)
molecule,HCV inhibitor,AmpC detergent,FBPA Giardia inh,HCMV antiviral,AmpC no deterg,Sm TGR block
O=C1N=C2N(CCN3CCCCC3)c3ccccc3N2/C1=C\c1ccc([N+](=O)[O-])o1,.,-3.5%,-0.4%,.,-9.5%,-32.8%[57.1 µM]
CC(C)n1nnnc1SCC(=O)N1CCOCC1,11.8%,?,6.9%,-25.4,-11.7%,0.0%
O=C(Nc1ccccc1Br)c1cc(=O)c2ccccc2o1,-18.8%,-8.9%,-12.8%,50.1,-16.4%,-12.7%
O=C(CCN=C1NS(=O)(=O)c2ccccc21)OCC(=O)c1ccc(F)c(F)c1,-13.1%[8.37 µM],?,.,1.5,?,-31.0%
COc1cc(-c2c(C#N)c(N)nc3c2CCCC3)cc(OC)c1OC,8.0%,-5.6%,-3.1%,57.5,45.5%,-14.0%
C1CCC(CNc2c3c(nc4nnnn24)CCCC3)CC1,11.8%,?,2.6%,-32.5,-11.7%,?
CCCN(Cc1cc2cc(C)ccc2[nH]c1=O)C(=O)c1cccc(Cl)c1,.,13.3%,.,-8.6,.,4.2%
COc1ccccc1N(CC(O)COc1ccccc1)S(=O)(=O)c1ccccc1 (configuration not stated),7.5%,-7.0%,1.9%,-34.7,-23.3%,0.6%
COc1cccc(CN(C)C(=O)c2cc(COc3c(F)cccc3F)on2)c1,1.1%,3.1%,0.1%,-6.8,10.9%,4.9%
COc1ccc(CCNC(=O)CSc2nnc(CNC(=O)c3ccco3)o2)cc1OC,-4.0%,-8.6%,0.0%,26.1,-24.4%,0.0%
O=C(NCc1ccc(OC(F)(F)F)cc1)C1CC(c2c(Cl)cccc2Cl)=NO1 (configuration not stated),?,2.5%,9.0%,28.4,-3.6%,0.0%
CN(C)c1oc(-c2ccco2)nc1S(=O)(=O)c1ccc(Br)cc1,11.4%,4.5%,.,?,-2.7%,?
CCOC(=O)c1c(C)[nH]c(C)c1S(=O)(=O)N1CCN(c2ccccc2OC)CC1,.,-0.4%,.,35.7,.,-8.5%
COCCCNC(=O)C(=O)NCCCOC(C)C,?,1.0%,0.9%,14.9,0.282µM*,0.6%
Cc1cc(C(=O)COc2cccnc2[N+](=O)[O-])c(C)n1-c1ccccc1,-8.4%,?,-8.9%,-98.8*,-20.5%,-20.9%
COc1cc(C(=O)N2CCN(C(=O)c3cc(-c4ccc(Br)cc4)n[nH]3)CC2)cc(OC)c1OC,-6.5%,-9.6%,26.7%,1.3,122.7%[activator],-21.4%
Cn1nc(C(F)(F)F)c(C#N)c1N1CCN(c2ccccc2F)CC1,6.7%,0.8%,2.2%,-31.5,.,-0.6%
O=c1ccc2ccc(Oc3ccc([N+](=O)[O-])cc3Cl)cc2o1,11.2µM*,3.1%,0.1%,-11.1,-22.7%,0.4%
O=C(Nc1ccccc1Oc1ccccc1)c1cnccn1,-9.5%,2.9%,-13.4%,23.9,-3.5%,-2.4%
COc1ccc(-c2csc(NC(=O)c3c(C)noc3C)n2)cc1F,?,-8.1%,.,-36.9,-4.3%,-1.2%

As entered above:
O=c1ccc2ccc(Oc3ccc([N+](=O)[O-])cc3Cl)cc2o1 | HCV inhibitor = 11.2µM*
COc1cccc(CN(C)C(=O)c2cc(COc3c(F)cccc3F)on2)c1 | AmpC no deterg = 10.9%

The listing continues.
molecule,HCV inhibitor,AmpC detergent,FBPA Giardia inh,HCMV antiviral,AmpC no deterg,Sm TGR block
COC(=O)C1=C(c2ccc(F)cc2OCc2ccccc2)C[C@@H]2CC[C@H]1N2C(=O)NC(C)C,?,7.2%,.,-32.7,146.7%[activator],-27.1%
O=C(Cn1cc([N+](=O)[O-])cn1)NCCc1c[nH]c2ccccc12,16.6%,?,0.0%,?,-9.5%,0.6%
CCOC(=O)c1c(NC(=O)C2COc3ccccc3O2)sc(C(C)=O)c1C (configuration not stated),?,-1.0%,3.2%,?,-14.4%,7.5%
O=C(N/N=C/c1c(F)cccc1Cl)c1ccc(Cn2cc(Br)cn2)o1,28.6%,-2.5%,7.4%,-36.5,-22.8%,-0.3%
CC(=O)Nc1ccc(S(=O)(=O)N2CCN(Cc3cccs3)CC2)cc1,?,-0.6%,?,-31.7,-16.2%,.
COc1nc(Oc2ccc(C(=O)OCC(N)=O)cc2)nc(N(C)C)n1,12.0%,2.3%,9.4%,10.6,-1.1%,0.0%
COc1cc(OC)cc(-c2sc3ccc(OC)cc3c2C#CCCO)c1,?,-8.5%,.,21.0,86.9%[activator],25.1µM*
O=C(CCSCc1ccc(Cl)cc1)N1CCN(c2ccccc2F)CC1,.,9.3%,.,-33.1,.,1.4%
O=c1[nH]c(SCc2ccccc2)nc2c1cnn2-c1ccc(F)cc1,5.3%,3.3%,-7.4%,?,-16.2%,7.7%
CC(Cc1ccccc1)[n+]1cc(/N=C(\N)[O-])on1 (configuration not stated),9.4%,?,-2.3%,-11.0,-23.6%,17.5%
O=C(O)COCC(=O)N1CCCN(c2nccc(C(F)(F)F)n2)CC1,14.4%,-2.2%,1.1%,.,-12.3%,4.5%
Cn1ccc(C(=O)N/N=C/c2ccncc2)n1,6.6%,-4.9%,0.5%,-26.4,-10.5%,0.9%
Cc1cc(C)cc(NS(=O)(=O)c2ccc3[nH]cc(C(=O)NCc4ccco4)c(=O)c3c2)c1,-22.4%&-3.5%,-9.7%&9.3%,-9.3%,-72.5*!,15.8µM*,39.8µM*
COc1ccc(-n2ncc(S(=O)(=O)c3ccccc3)c2-c2ccc(Cl)cc2)cc1,10µM*,-6.4%,-3.9%,?,1.7%,2.2%
CCN1C2=C(C(=O)CCC2)C(c2ccc(O)c(Br)c2)C2=C1CCCC2=O,-8.9%,?,?,-23.9,-11.4%,-19.9%
CCCCn1c(N)c(N(CCOC)C(=O)COC(=O)c2cc(CC)c(C)s2)c(=O)[nH]c1=O,9.2%,-12.2%,.,-2.1,119.3%[activator],-0.1%
O=C(c1ccccc1)c1ccccc1C(=O)N1CCOCC1,14.4%,?,0.0%,32.5,-15.3%,-5.6%
Cc1ccccc1NC(=O)CSc1nnc(-c2ccco2)c(-c2ccco2)n1,-25.2%,-6.7%,1.77µM*,.,-34.1%,3.55µM*
O=C1CC(c2cc(F)cc(F)c2)c2cc3c(cc2N1)OCO3 (configuration not stated),.,3.9%,.,-17.3,.,2.6%
CCOc1ccccc1NC(=O)CSc1nnc(-c2ccco2)n1Cc1ccco1,?,-17.3%,8.0%,-36.0,27.7%,50.1µM*
COC(=O)c1cc(S(=O)(=O)N2CCN(c3ccc(OC)cc3)CC2)cn1C,-5.5%,4.6%,1.2%,45.6,61.4%[activator],0.2%
CC(=O)N1CCN(S(=O)(=O)c2cccc(C(=O)OCC(=O)N(CCC#N)c3ccc(F)cc3)c2)CC1,2.7%,3.0%,.,74.6,109.4%[activator],9.5%
CC1=C(C(=O)Nc2ccccc2)C(c2ccco2)C(C#N)=C(SCC(N)=O)N1 (configuration not stated),7.5%,6.4%,-12.7%,-4.2,-15.7%,-3.1%

Screening data: PubChem, National Center for Advancing Translational Sciences (NCATS)
